# TRb SRC2 PPI: inhibitors of human thyroid hormone receptor beta-SRC2 interaction; AID 1469; TRbeta-SRC2 peptide binding, fluorescence polarization; receptor liganded with 1 µM T3; P10828; Potency, µM (top dose mostly 106 µM), for inactives: at the highest dose activity change, negative = inhibition, actives largely listed as inhibitors; 0.065% of 280,000 active;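 also: plate controls were bound peptide for no effect and peptide without receptor for full effect; nearly all actives have a fitted effect of over 50% in size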
#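 Fluorescence polarization of 20 nM Texas Red SRC2 peptide (20-aa NR interaction domain) bound to 0.6 uM human TRb ligand-binding domain, with 1 uM T3, after 5 hr at ambient temperature; inhibition seen as decreased polarization.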
# RGS12 GoLoco inh: inhibitors of human Gai1-RGS12 GoLoco interaction (red fluorophore) | P63096 | Gai1:RGS12 GoLoco peptide FP, rhodamine, 10 min | Potency, µM (titrated, usually from 61.6 µM), inactives show at the top dose activity, negative = inhibition, actives largely listed as inhibitors | 0.44% of 230,000 active; active = well fitted inhibition curve with a large enough effect, not every such curve was filed as active; inactive = no such curve, though single readings can be large or run the other way; also: nearly all actives have a fitted effect of over 30% in size; many of its hits are not listed in these tables
# TR SRC2 fluor cs: Texas Red fluorescence interference in TRb-SRC2 counter-screen; TRb/SRC2 Texas Red total fluorescence interference; Potency, µM (titrated, usually from 106 µM), inactives show at the top dose fluorescence change, negative = quenching; 0.29% of 280,000 active; AID 1479; active = well fitted curve in either direction with a large enough effect
#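 Flags fluorescent or light-absorbing compounds by total fluorescence, S + 2P, at 555 nm excitation and 632 nm emission. Mixture: 20 nM Texas Red SRC2 peptide, 0.6 uM human TRb LBD, 1 uM T3, 5% DMSO; compound exposure 5 h at ambient temperature.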
# L3MBTL1 inh: L3MBTL1 (human) inhibition. Potency, µM (series often up to 57.1 µM), for the others: top-dose activity, negative = inhibition, most hits filed as inhibitors. 0.66% of 230,000 active. AlphaScreen L3MBTL1–H3K9me1 peptide binding; also: nearly all actives have a fitted effect of over 60% in size
# Target sequence (Q9Y468 whole entry, looked up): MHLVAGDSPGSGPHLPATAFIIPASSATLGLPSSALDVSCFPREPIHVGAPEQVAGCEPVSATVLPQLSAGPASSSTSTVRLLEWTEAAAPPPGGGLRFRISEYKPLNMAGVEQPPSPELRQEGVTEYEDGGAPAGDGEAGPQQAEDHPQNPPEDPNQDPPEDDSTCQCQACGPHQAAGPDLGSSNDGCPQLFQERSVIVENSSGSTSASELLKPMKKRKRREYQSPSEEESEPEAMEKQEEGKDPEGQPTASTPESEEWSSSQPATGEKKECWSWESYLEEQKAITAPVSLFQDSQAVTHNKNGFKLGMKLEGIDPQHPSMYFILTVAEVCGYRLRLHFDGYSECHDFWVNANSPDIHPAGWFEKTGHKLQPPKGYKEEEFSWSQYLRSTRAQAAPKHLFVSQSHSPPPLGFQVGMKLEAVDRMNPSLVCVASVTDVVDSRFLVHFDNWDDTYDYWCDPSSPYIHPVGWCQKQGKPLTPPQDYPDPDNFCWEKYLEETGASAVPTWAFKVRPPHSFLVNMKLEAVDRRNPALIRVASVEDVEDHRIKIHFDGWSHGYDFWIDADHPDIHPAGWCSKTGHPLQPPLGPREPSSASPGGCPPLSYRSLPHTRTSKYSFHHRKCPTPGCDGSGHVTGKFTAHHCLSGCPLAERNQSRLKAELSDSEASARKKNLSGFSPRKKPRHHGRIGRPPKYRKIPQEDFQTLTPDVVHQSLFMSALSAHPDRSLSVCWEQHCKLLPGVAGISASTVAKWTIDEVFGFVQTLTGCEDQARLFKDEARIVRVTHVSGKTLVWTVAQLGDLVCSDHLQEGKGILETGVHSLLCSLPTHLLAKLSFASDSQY
#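 L3MBTL1 50 nM + b-AHA-H3(1-15)K9me1 75 nM, 30 min RT; compound added, 30 min RT; streptavidin donor/Ni-chelate acceptor beads 10 ug/mL each final, 30 min RT dark; AlphaScreen read.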
# RECQ1 helicase: RECQ1 (human) helicase inhibition; 0.54% of 240,000 active; Potency, µM (series often up to 57.3 µM), for the others: at the highest dose activity, negative = inhibition, actives largely listed as inhibitors; P46063; AID 2549; RECQ1 DNA unwinding, red fluorescence kinetic read;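 also: plate controls were vehicle for no effect and no enzyme for full effect; nearly all actives have a fitted effect of over 30% in size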
#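 50 nM RECQ1T1 preincubated 15 min with compound in Tris pH 8.0 buffer with MgCl2, DTT, Tween-20 and 2.5 ug/ml poly(dI-dC); started with 200 nM TAMRA/BHQ-2 forked duplex and 2 mM ATP. Unwinding read as fluorescence (525/598 nm), two reads 2 h apart.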
# Starred values were filed as active, the others as inactive; nt = not tested or not shown; [ ] = another dose, or the depositor's remark. Unless noted, calls follow the shape of the dose curve; as a rule, active = well fitted curve in the direction sought with a large enough effect; inconclusive = small, poorly fitted or top-dose-only effect, or another doubt; inactive = no such curve, though single readings can be large; an effect the other way counts as inactive or inconclusive. Unless noted, % is scaled to controls: 0 for no effect and ±100 for the full control effect; potency is read from the fitted curve at half-maximal effect. An excerpt; count on the stated rates, not on these rows.
# Values run as follows: TRb SRC2 PPI	RGS12 GoLoco inh	TR SRC2 fluor cs	L3MBTL1 inh	RECQ1 helicase
> CCCOC(=O)c1ccc(N)cc1
 : 7%	nt	-2%	nt	nt
> C[C@H](O)CN(C)C
 : 4%	nt	0%	nt	nt
> CCCCCCCCCC(=O)OC
 : 3%[201 µM]	nt	0%[201 µM]	nt	nt
> CCNC(=O)NCc1cccc(Cl)c1
 : 2%	nt	-3%	nt	nt
> Cc1ccc(S(=O)(=O)NC(=O)NC2CCCCC2)cc1
 : 6%	nt	-2%	nt	nt
> Cc1c(Cn2ccnc2)c2ccccc2n1CCC(=O)O
 : 7%	nt	-2%	nt	nt
> CCN(CC)CCNC(C(=O)OCCC(C)C)c1ccccc1 (stereo not given)
 : 2%	0%	0%	nt	nt
> NC(CC(=O)Nc1ccc(Oc2cc(F)c(F)cc2Br)cc1)C(=O)O (stereo not given)
 : 6%	nt	2%	nt	-16%
> CC(=O)Oc1ccc(C(=C2CCCCC2)c2ccc(OC(C)=O)cc2)cc1
 : 4%	nt	-3%	nt	-19%
> NC(=O)C1(N2CCCCC2)CCN(CCCC(=O)c2ccc(F)cc2)CC1
 : -9%	nt	-1%	nt	5%
> CCCN1CCCC(c2cccc(S(C)(=O)=O)c2)C1 (stereo not given)
 : 2%	nt	2%	nt	-2%
> C=CCn1c(=O)n(C2OC(CO)C(O)C2O)c2nc(N)[nH]c(=O)c21 (stereo not given)
 : 7%	nt	1%	nt	-7%
> COc1cc(-c2oc3cc(O)cc(O)c3c(=O)c2O[C@@H]2O[C@H](COC3O[C@@H](C)[C@H](O)[C@@H](O)[C@H]3O)[C@@H](O)[C@H](O)[C@H]2O)ccc1O (stereo not given in full)
 : nt	nt	nt	0%	nt
> Cc1c(C(=O)O)c(O)cc2c1C(=O)c1c(O)c([C@@H]3O[C@H](CO)[C@@H](O)[C@H](O)[C@H]3O)c(O)c(O)c1C2=O
 : nt	nt	nt	10µM*	nt
> COc1cc([C@@H]2Oc3cc(C4Oc5cc(O)cc(O)c5C(=O)[C@H]4O)ccc3O[C@H]2CO)ccc1O (stereo not given in full)
 : nt	nt	nt	-15%	nt
> COC(=O)C1=CO[C@@H](O[C@@H]2O[C@H](CO)[C@@H](O)[C@H](O)[C@H]2O)C2C1C[C@H](O)[C@@H]2C (stereo not given in full)
 : nt	nt	nt	3%	nt
> CC1(C)O[C@H]2CC(=O)OC[C@@]23C1CC(=O)[C@]1(C)C3CC[C@@]2(C)[C@H](c3ccoc3)OC(=O)[C@H]3O[C@]321 (stereo not given in full)
 : nt	nt	nt	8%	nt

# Not a retest: an excerpt of the list.
# Values run as follows: TRb SRC2 PPI	RGS12 GoLoco inh	TR SRC2 fluor cs	L3MBTL1 inh	RECQ1 helicase
> CCN(CC)CCNC(C(=O)OCCC(C)C)c1ccccc1 (stereo not given)
 : 2%	0%	0%	nt	nt
> NC(CC(=O)Nc1ccc(Oc2cc(F)c(F)cc2Br)cc1)C(=O)O (stereo not given)
 : 6%	nt	2%	nt	-16%
> CC(=O)Oc1ccc(C(=C2CCCCC2)c2ccc(OC(C)=O)cc2)cc1
 : 4%	nt	-3%	nt	-19%
> NC(=O)C1(N2CCCCC2)CCN(CCCC(=O)c2ccc(F)cc2)CC1
 : -9%	nt	-1%	nt	5%
> CCCN1CCCC(c2cccc(S(C)(=O)=O)c2)C1 (stereo not given)
 : 2%	nt	2%	nt	-2%
> C=CCn1c(=O)n(C2OC(CO)C(O)C2O)c2nc(N)[nH]c(=O)c21 (stereo not given)
 : 7%	nt	1%	nt	-7%
> COc1cc(-c2oc3cc(O)cc(O)c3c(=O)c2O[C@@H]2O[C@H](COC3O[C@@H](C)[C@H](O)[C@@H](O)[C@H]3O)[C@@H](O)[C@H](O)[C@H]2O)ccc1O (stereo not given in full)
 : nt	nt	nt	0%	nt
> Cc1c(C(=O)O)c(O)cc2c1C(=O)c1c(O)c([C@@H]3O[C@H](CO)[C@@H](O)[C@H](O)[C@H]3O)c(O)c(O)c1C2=O
 : nt	nt	nt	10µM*	nt
> COc1cc([C@@H]2Oc3cc(C4Oc5cc(O)cc(O)c5C(=O)[C@H]4O)ccc3O[C@H]2CO)ccc1O (stereo not given in full)
 : nt	nt	nt	-15%	nt
> COC(=O)C1=CO[C@@H](O[C@@H]2O[C@H](CO)[C@@H](O)[C@H](O)[C@H]2O)C2C1C[C@H](O)[C@@H]2C (stereo not given in full)
 : nt	nt	nt	3%	nt
> CC1(C)O[C@H]2CC(=O)OC[C@@]23C1CC(=O)[C@]1(C)C3CC[C@@]2(C)[C@H](c3ccoc3)OC(=O)[C@H]3O[C@]321 (stereo not given in full)
 : nt	nt	nt	8%	nt

# Compound activity: PubChem BioAssay, National Center for Advancing Translational Sciences (NCATS)
